# High-throughput results from PubChem.
# RGS4 pot: RGS4 potentiation or activation | HEK293 M3R/inducible RGS4, carbachol calcium flux Fluo4; stronger effect = lower value | B-score at 10 µM | 310,000 compounds, 0.92% hits | AID 463111;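 active = B-score of the integrated calcium signal more than 4 SD below the library mean, with starting fluorescence not abnormally high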;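 also: negative B-score means reduced calcium response which marks RGS4 activation or potentiation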
#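 Test system: HEK293 cells with stable M3R and inducible RGS4; also added: carbachol at ECmax as muscarinic agonist stimulus; schedule: dye loading 30 min 37 °C, buffer rest 30 min RT; technique: kinetic calcium fluorescence imaging with Fluo4-AM dye, 2 µM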
# MrgX1 antagonist: antagonists of human MrgX1 receptor. 310,000 compounds, 1.3% hits. MRGX1-HEK293 calcium flux, Fluo-4, BAM8-22 antagonism; stronger effect = lower value. B-score at 10 µM. AID 588676. Q96LB2;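 active = calcium-response B-score plate-corrected more than 3 library SD below zero, starting fluorescence within 5 deviations, no agonist response on first addition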;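 also: peak minus trough fluorescence over baseline after final BAM8-22 challenge near maximal dose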
# Target sequence (Q96LB2 whole entry, looked up): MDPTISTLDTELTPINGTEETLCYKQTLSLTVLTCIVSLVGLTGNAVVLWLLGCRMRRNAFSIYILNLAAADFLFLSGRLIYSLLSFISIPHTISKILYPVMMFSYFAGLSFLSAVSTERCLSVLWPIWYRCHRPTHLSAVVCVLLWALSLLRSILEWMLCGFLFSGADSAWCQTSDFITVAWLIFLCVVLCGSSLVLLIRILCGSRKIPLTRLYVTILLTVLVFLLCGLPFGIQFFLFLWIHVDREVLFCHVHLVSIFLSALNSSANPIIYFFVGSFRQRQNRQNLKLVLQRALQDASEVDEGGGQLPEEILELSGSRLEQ
# HDAC3 inh: blocks human histone deacetylase 3; inhibition, % at 8.3 µM; recombinant HDAC3, fluorogenic peptide/trypsin coupled, fluorescence; AID 2718; 320,000 compounds, 0.15% hits; O15379; in the data active = inhibition above about 26%, passing the limit was not always enough
# Target sequence (O15379 whole entry, looked up): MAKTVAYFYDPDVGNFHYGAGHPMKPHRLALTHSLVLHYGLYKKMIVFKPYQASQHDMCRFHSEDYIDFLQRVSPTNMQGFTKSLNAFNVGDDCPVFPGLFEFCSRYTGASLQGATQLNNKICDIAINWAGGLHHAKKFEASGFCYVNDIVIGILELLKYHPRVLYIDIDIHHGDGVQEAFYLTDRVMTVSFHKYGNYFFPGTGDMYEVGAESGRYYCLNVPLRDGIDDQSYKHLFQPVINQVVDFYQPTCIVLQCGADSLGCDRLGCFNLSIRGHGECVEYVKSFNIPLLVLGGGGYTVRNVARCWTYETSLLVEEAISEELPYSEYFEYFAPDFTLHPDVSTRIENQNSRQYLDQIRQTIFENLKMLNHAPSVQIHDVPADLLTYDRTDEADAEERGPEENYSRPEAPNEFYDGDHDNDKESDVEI
# TMEM16A act: activators or potentiators of mouse TMEM16A chloride channel. HEK293 TMEM16A/YFP-H148Q/I152L, iodide quench fluorescence; stronger effect = lower value. B-score at 10 µM. Q8BHY3. 340,000 compounds, 0.3% hits;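 active = fluorescence-ratio B-score plate-corrected deviation score at least 3 library SD below zero, with starting fluorescence score within 5 deviations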;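 also: channel opened by trigger with iodide after compound preincubation; score built on the fluorescence ratio of max minus min over baseline; more negative score means more quench and so TMEM16A activation or potentiation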
# SKKanGAS inh: SKKanGAS growth inhibition | AID 1662 | 300,000 compounds, 1.3% hits | S. pyogenes SKKanGAS, kanamycin growth, BacTiter-Glo, 6 h | inhibition, % at 7.5 µM;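 active = mean replicate score, as percent of positive control median, at least 50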;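 also: strain carries kanamycin resistance gene driven by streptokinase promoter and grows in 40 µg/ml kanamycin; loss of luminescence reflects streptokinase promoter inhibition or plain growth inhibition; 0% = median of DMSO wells and 100% = positive control at its reference dose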
# RGS4 inh: human RGS4 inhibition. P49798. HEK293 M3R/RGS4 inducible, Fluo-4 calcium flux; stronger effect = higher value; triggered by carbachol at its EC20. B-score at 10 µM. 310,000 compounds, 0.45% hits. AID 463165;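 active = B-score, a plate-corrected calcium signal, over three deviations above library mean, with baseline fluorescence within five deviations of library mean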;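 also: RGS4 expression induced by doxycycline in cells with stable M3 receptor; B-score is computed from the integrated fluorescence ratio over baseline after carbachol; higher B-score means a larger calcium signal and so more RGS4 inhibition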
# Target sequence (P49798 whole entry, looked up): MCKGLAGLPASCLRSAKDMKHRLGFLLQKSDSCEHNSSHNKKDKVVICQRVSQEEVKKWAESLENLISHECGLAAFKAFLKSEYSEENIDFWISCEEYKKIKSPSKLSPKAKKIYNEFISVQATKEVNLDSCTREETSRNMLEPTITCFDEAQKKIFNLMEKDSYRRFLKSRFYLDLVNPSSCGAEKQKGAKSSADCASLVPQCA
# TMEM16A inh: blocks the mouse calcium-activated chloride channel TMEM16A; HEK293 TMEM16A/YFP iodide influx fluorescence, ionomycin; 310,000 compounds, 1.2% hits; Q8BHY3; normalized B-score (activity score, 25-100; higher = stronger inhibition) at 10 µM;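 active = ratio plate-corrected score three or more library SD toward inhibition, starting fluorescence score within five deviations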;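 also: score derived from kinetic fluorescence span divided by baseline fluorescence per well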
# TRPC6 act: activates the mouse TRPC6 cation channel. HEK293-TRPC6 membrane potential dye fluorescence; stronger effect = higher value. B-score at 10 µM. 310,000 compounds, 0.13% hits. AID 2550;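 active = B-score of the integrated fluorescence ratio above library mean plus 3 SD, and starting fluorescence ratio within library mean plus 5 SD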;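 also: higher score means more depolarization so channel activation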
# MrgX1 ag: human MrgX1 receptor agonism, primary screen. MrgX1-HEK293 cells, Fluo-4 calcium fluorescence, agonist mode; stronger effect = higher value. 310,000 compounds, 0.44% hits. B-score at 10 µM. AID 588627;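 active = calcium response B-score plate-corrected fluorescence ratio at least 3 library SD, with starting fluorescence B-score inside 5 SD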
#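 times = overnight plating, then 30 min 37 °C plus 30 min room-temperature dye loading | assay system = stable human MrgX1 HEK293 cell line | input = fifteen thousand cells per well | signal = kinetic calcium dye fluorescence, Fluo-4 NW | dosing = compound delivered in addition one of three | read-out = B-scored fluorescence response ratio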
# TRPC6 inhibitor: blocks the mouse TRPC6 cation channel; B-score at 10 µM; Q61143; 310,000 compounds, 1.1% hits; HEK293-TRPC6, membrane potential dye, ACh-evoked depolarization; stronger effect = lower value; AID 2553;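 active = B-score under library mean minus 3 SD, initial fluorescence not abnormally high, positive integrated signal ratio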;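 also: B-score derived from integrated fluorescence ratio over the kinetic read; more negative B-score means stronger inhibition of depolarization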
# MrgX1 PAM: human MrgX1 positive allosteric modulation, primary screen | Q96LB2 | MrgX1-HEK293, Fluo-4 calcium flux, FDSS; stronger effect = higher value | B-score at 10 µM | 310,000 compounds, 0.63% hits;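 active = plate-corrected calcium response at least 3 library SD above typical, normal starting fluorescence, not activating the receptor alone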;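 also: compound read alongside a low EC10 to EC30 dose of BAM8-22 agonist; peak minus trough fluorescence over baseline measured at the second addition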
# * = called active by the depositor; i = inactive; . = no result given.
SMILES,RGS4 pot,MrgX1 antagonist,HDAC3 inh,TMEM16A act,SKKanGAS inh,RGS4 inh,TMEM16A inh,TRPC6 act,MrgX1 ag,TRPC6 inhibitor,MrgX1 PAM
O=S(=O)(c1ccccc1Br)N1CCC(O)(c2cccnc2)CC1,i,i,1,i,-12,i,i,i,i,i,i
Cc1cccc(C)c1N(CC(=O)Nc1cccc(N(C)S(C)(=O)=O)c1)S(C)(=O)=O,i,i,4,i,5,i,i,i,i,i,i
O=C(CN1CCN(Cc2ccc(Cl)cc2)CC1)N/N=C/c1cccs1,i,i,8,i,-3,i,i,i,i,i,i
Cn1ccsc1=NC(=O)c1cc(S(=O)(=O)N2CCOCC2)ccc1Cl,i,i,1,i,-9,i,i,i,i,i,i
Cc1cc(C(=O)COC(=O)CN(C)S(=O)(=O)c2ccc(Cl)cc2)c(C)n1Cc1cccs1,i,i,5,i,-5,i,i,i,i,i,i
CCCCn1c(N)c(N(CCC(C)C)C(=O)c2cccc(S(=O)(=O)N3CCN(C)CC3)c2)c(=O)[nH]c1=O,i,i,0,i,3,i,i,i,i,i,i
Cc1nn(-c2ccccc2)c(N2CCCC2)c1/C=N/O,i,i,-2,i,-3,i,i,i,i,i,i
O=C(NCC(O)c1ccccc1)c1ccc(Cl)c(S(=O)(=O)N2CCCC2)c1 (stereo not drawn),i,i,2,i,-2,i,i,i,i,i,i
COC(=O)/C(C(C)=O)=C(\C=C\N(C)C)N(C)C,i,i,4,i,-1,i,i,i,i,i,i
O=C(CCCn1nnc(-c2cccnc2)n1)c1ccc(F)cc1,i,i,-1,.,-13,i,i,i,i,i,i
COc1ccc(Cl)c(N2CCN(CCCNC(=O)Nc3ccc(C)cc3)CC2)c1,i,i,2,i,1,i,i,i,i,i,i
CC1CCCN(CC(=O)Nc2cccc([N+](=O)[O-])c2)C1 (stereo not drawn),i,i,2,i,-1,i,i,i,i,i,i
CCn1c(SCC(=O)N2CCCC2)nc2ccccc21,i,i,-3,i,7,i,i,i,i,i,i
O=C(Nc1ccc2c(c1)OCCO2)c1ccc(Cl)cc1,i,i,2,i,3,i,i,i,i,i,i
O=C(NCc1ccc(F)cc1)C1CC(=O)N(C2CCCCCCC2)C1 (stereo not drawn),i,i,2,i,-1,i,i,i,i,i,i
O=C(NCCCc1ccccc1)Nc1cccc(Cl)c1,i,i,4,i,-10,i,i,i,i,i,i
O=C(CN1CCOCC1)Nc1ccc(Cl)c(Cl)c1,i,i,-5,i,0,i,i,i,i,i,i
CCNC(=O)/C=C1\NC(C)(C)Cc2c1ccc1ccccc21,i,i,-2,i,0,i,i,i,i,i,i
Cc1nnc(NC(=O)c2cccc(S(=O)(=O)N3CCCC3)c2)s1,i,i,.,i,1,i,i,i,i,i,i
CCOC(=O)c1c(C)nc(C)c(C(=O)OCC)c1-c1cccnc1,i,i,0,i,-5,i,i,i,i,i,i
CC(=O)c1cccc(NC(=O)CCS(=O)(=O)c2ccc(Br)s2)c1,i,i,-2,i,-9,i,i,i,i,i,i
O=C(NC1CCCN(C2Cc3ccccc3C2)C1)c1ccc(F)cc1Cl (stereo not drawn),i,i,3,i,4,i,i,i,i,i,i
COc1cc(C2C3=C(CCCC3=O)Nc3[nH]n(-c4ccccc4)c(=O)c32)ccc1O (stereo not drawn),.,i,4,i,.,.,i,.,i,.,i
Cc1ccc(C(=O)NNC(=O)CSc2nnc(-c3ccncc3)n2C)cc1,i,i,2,i,-5,i,i,i,i,i,i
CCNC(=O)OCC(CC)NC(=O)OCC(C)C (stereo not drawn),i,i,0,i,-4,i,i,i,i,i,i

# Overlap with the part before: 3 compounds, followed by the next part.
SMILES,RGS4 pot,MrgX1 antagonist,HDAC3 inh,TMEM16A act,SKKanGAS inh,RGS4 inh,TMEM16A inh,TRPC6 act,MrgX1 ag,TRPC6 inhibitor,MrgX1 PAM
COc1cc(C2C3=C(CCCC3=O)Nc3[nH]n(-c4ccccc4)c(=O)c32)ccc1O (stereo not drawn),.,i,4,i,.,.,i,.,i,.,i
Cc1ccc(C(=O)NNC(=O)CSc2nnc(-c3ccncc3)n2C)cc1,i,i,2,i,-5,i,i,i,i,i,i
CCNC(=O)OCC(CC)NC(=O)OCC(C)C (stereo not drawn),i,i,0,i,-4,i,i,i,i,i,i
O=C(CNC(=O)c1ccc(Br)o1)NCc1ccccc1,i,i,3,i,0,i,i,i,i,i,i
COc1ccccc1OCC(=O)Nc1c2c(nn1-c1ccc(C)cc1)CS(=O)(=O)C2,i,i,2,i,16,i,i,i,i,i,i
CCN1CCN(c2ccc(S(=O)(=O)N3CCOCC3)cc2NC(=O)C(C)Oc2cccc(Cl)c2)CC1 (stereo not drawn),i,i,1,i,2,i,i,i,i,i,i
CCCC(C(=O)NC1CCCC1)N(CC1CCCO1)C(=O)c1snc(C(N)=O)c1N (stereo not drawn),i,i,-4,i,12,i,i,i,i,i,i
Cc1ccc(NC(=O)CN(C)C(=O)CCOc2cccc(C)c2)cc1,i,i,2,i,-8,i,i,i,i,i,i
O=C(CN1C(=O)c2cccnc2Oc2ccc(Cl)cc21)NC1CCCC1,i,i,4,i,12,i,i,i,i,i,i
CC1CCC(N2CCNCC2)CC1 (stereo not drawn),i,i,-1,i,-4,i,i,i,i,i,i
c1csc(C(c2nnnn2C2CCCCC2)N2CCCC3(CCCCC3)C2)c1 (stereo not drawn),i,i,1,i,12,i,i,i,i,i,i
COC(=O)c1ccccc1NC(=O)c1ccc(COc2cccc3ccccc23)o1,i,i,-2,i,-1,i,i,i,i,i,i
CCOC(=O)N1CCN(C(=O)C2CCN(S(=O)(=O)c3ccccc3)CC2)CC1,i,i,-3,i,-7,i,i,i,i,i,i
CC(C)NC(=O)CCNC(=O)c1ccc(F)cc1,i,i,4,i,-1,i,i,i,i,i,i
Cc1cccc(N=C2NC(=O)c3cc([N+](=O)[O-])ccc32)c1,i,i,3,i,8,i,i,i,i,i,i
CCOC(=O)/C=c1\sc2n(c1=O)CCN=2,i,i,-4,i,5,i,i,i,i,i,i
O=S(=O)(Nc1ccc(-n2cccc2)cc1)c1ccc(Cl)c(Cl)c1,i,i,-5,i,50*,i,i,i,i,i,i
C=CCn1c(N)c(C(=O)OCCC)c2nc3ccccc3nc21,i,i,-121,i,2,i,i,i,i,i,i
CCOC(=O)C1=C(C)NC(=O)C(C(N)=O)C12CCCC2 (stereo not drawn),i,i,0,i,0,i,i,i,i,i,i
Cc1ccc(NC(=O)CCC(=O)OC(C)C(=O)c2ccccc2)cc1 (stereo not drawn),i,i,-4,i,-5,i,i,i,i,i,i
CC(C)Nc1nc(N)c(C(=O)C23CC4CC(CC(C4)C2)C3)s1,i,i,3,i,14,i,i,i,i,i,i
CCN(C(=O)COc1ccc(C(=O)c2ccccc2)cc1)c1ccccc1,i,i,2,i,-1,i,i,i,i,i,i
O=C(NCc1ccccc1)c1ccc(CS(=O)(=O)Cc2ccccc2F)o1,i,i,2,i,-7,i,i,i,i,i,i
CC1=C(/C=C/C(C)=C/C=C/C(C)=C/CO)C(C)(C)CCC1,i,i,0,i,5,i,i,i,i,i,i
CCOC(=O)c1c(NC(=O)C2c3ccccc3Oc3ccccc32)sc(C(N)=O)c1C,i,i,-5,i,-4,i,i,i,i,i,i
COc1cc(/C=C(/C#N)c2nc3ccccc3[nH]2)ccc1Oc1ncccc1[N+](=O)[O-],i,i,2,i,20,i,i,i,i,i,i
NC(=O)Cc1ccc(C(=O)c2ccccc2F)s1,i,i,11,i,-5,i,i,i,i,i,i
Cc1cc2oc(=O)cc(CN(C)Cc3ccc(OC(F)F)cc3)c2cc1Cl,-7.6*,i,-4,i,34,i,i,i,i,i,i
# Later entries.
SMILES,RGS4 pot,MrgX1 antagonist,HDAC3 inh,TMEM16A act,SKKanGAS inh,RGS4 inh,TMEM16A inh,TRPC6 act,MrgX1 ag,TRPC6 inhibitor,MrgX1 PAM
Cc1cccc(NC(=S)NCCc2ccccc2)n1,i,i,1,i,5,i,i,i,i,i,i
CCC(C)NC(=O)CNC(=S)N(Cc1ccccc1F)C1CCCCC1 (stereo not drawn),i,i,-4,i,3,i,i,i,i,i,i
O=C(COc1ccc(Cl)cc1)N1CCCCCCC1,i,i,-2,i,4,i,i,i,i,i,i
Cc1ccc(S(=O)(=O)NCc2ccccc2)cc1C(=O)N(C)Cc1ccccc1F,i,i,0,i,6,i,i,i,i,i,i
Cn1c(=O)[nH]c(=O)c2c1nc(Sc1nc3ccccc3s1)n2Cc1ccccc1,i,i,-1,i,2,i,i,i,i,i,i
COc1cccc(C(=O)Nc2nc(-c3ccc4c(c3)OCO4)cs2)c1,i,i,2,i,11,i,i,i,i,i,i
O=C1CNC(=S)N1c1nc(-c2ccccc2)cs1,i,i,-1,i,2,i,i,i,i,i,i
COc1cc(-c2noc(CCCC(=O)NCc3ccco3)n2)cc(OC)c1OC,i,i,8,i,-5,i,i,i,i,i,i
COCCSc1nnc(NC(=O)c2ccco2)s1,i,i,-3,i,-2,i,i,i,i,i,i
Cc1c(NC(=O)c2ccccc2N)cccc1C(=O)O,i,i,2,i,-19,i,i,i,i,i,i
COC(=O)c1sccc1NC(=O)c1ccc(C#N)cc1,i,i,2,i,-5,i,i,i,i,-5*,i
COc1cccc(CN2CCNC(=O)C2CC(=O)NCCn2cccn2)c1OC (stereo not drawn),i,i,-3,i,4,i,i,i,i,i,i
Cc1c(C(=O)N2CCCC2)oc2c1-c1nn(CC(=O)NCCCN3CCCCC3C)cc1CC2 (stereo not drawn),i,i,-3,i,0,i,i,i,i,i,i
Cc1cccc(OCCNC(=O)CSc2ccc(C(F)(F)F)cc2[N+](=O)[O-])c1,i,i,8,i,-4,i,i,i,i,i,i
CCSc1cc(C)nc2c(-c3ccccc3)c(C)nn12,i,i,0,i,-13,i,i,i,i,i,i
Cc1ccccc1NC(=O)OCc1cccnc1Oc1ccc(Cl)cc1,i,i,4,i,-1,i,i,i,i,i,i
O=C(NCc1ccccc1Cl)c1cc(=O)[nH]c2ccccc12,i,i,-4,i,1,i,i,i,i,i,i
COc1ccc(S(=O)(=O)N2CCC(C(=O)Nc3cccc(C(C)=O)c3)CC2)cc1,i,i,-1,i,4,i,i,i,i,i,i
Nc1ccc2nn(-c3cccc4ccccc34)nc2c1,i,i,-5,i,4,i,i,i,i,i,i
